All columns: NCI-60 one-dose screen, growth in % after 48 h at 10 µM unless noted; 100 = growth as untreated, 0 = no growth, -100 = all killed.
SF-295 = SF-295 CNS cancer cells | 5.6% of 79,000 active | AID 1794758
TK-10 = TK-10 renal cancer cells. 3.9% of 81,000 active
UO-31 = UO-31 renal cancer | AID 1794768 | 5.2% of 81,000 active
CAKI-1 = CAKI-1 renal cancer; 4.7% of 75,000 active
SF-268 = SF-268 CNS cancer cells; 3.1% of 82,000 active; AID 1794759
SN12C = SN12C renal cancer cells; 3.8% of 81,000 active
786-0 = 786-0 renal cancer cells | 5.1% of 81,000 active
U251 = U251 CNS tumor cells; 5.4% of 80,000 active; AID 1794753
An asterisk follows results filed as active; & = joins results of further samples. How the source made its calls: active means growth percent below 10; inactive means the rest.

Clc1ccc2c(NC3CCC(N4CCOCC4)CC3)ccnc2c1 (stereo not given) was read as SF-295 47, TK-10 81, UO-31 75, CAKI-1 75, SF-268 108, SN12C 91, 786-0 71 and U251 81.
Nc1ccc2c(c1)C(O)c1ccc(Cl)cc1-2 (stereo not given) was read as SF-295 111, TK-10 129, UO-31 58, CAKI-1 92, SF-268 110, SN12C 98, 786-0 108 and U251 95.
O=S(=O)(NCCCNc1nccc(-c2[nH]c(-c3ccccc3)nc2-c2ccc(Cl)c(O)c2)n1)c1cccc(F)c1 was read as SF-295 47, TK-10 98, UO-31 57, CAKI-1 56, SF-268 74, SN12C 68, 786-0 100 and U251 64.
Cn1c(=O)sc2cc3ccccc3nc21 was read as SF-295 93, TK-10 88, UO-31 98, CAKI-1 92, SF-268 96, SN12C 104, 786-0 91 and U251 101.
For Cc1ccc(C(C#N)c2ccc(N)cc2)cc1 (stereo not given) the results were SF-295 99, TK-10 106, UO-31 77, CAKI-1 92, SF-268 100, SN12C 99, 786-0 102 and U251 99.
Cc1cc(C(=O)Nc2cc(Nc3ncccc3-c3ncnc4nc[nH]c34)ccc2F)cc(C(C)(C)C#N)c1 was read as SF-295 69, TK-10 61, UO-31 10, CAKI-1 25, SF-268 65, SN12C 51, 786-0 64 and U251 51.
`O=C(Oc1ccc([N+](=O)[O-])cc1)c1ccc(CBr)cc1` gave SF-295 103, TK-10 99, UO-31 83, CAKI-1 86, SF-268 100, SN12C 90, 786-0 108 and U251 82.
Screening Cc1ccc(Cl)cc1N1CCN(C(=O)[C@@H]2C[C@@H]2c2ccc(F)cc2)CC1 returned SF-295 89, TK-10 100, UO-31 71, CAKI-1 69, SF-268 90, SN12C 99, 786-0 94 and U251 90.
Screening C1CCc2nnnn2CC1 returned SF-295 110&111&98, TK-10 117&90&109, UO-31 92&89&82, CAKI-1 108&106, SF-268 112&115&114, SN12C 123&98&113, 786-0 107&95&105 and U251 111&100.
For Cc1ccc(-n2nc3c(c(C#N)c2=O)CC(c2ccccc2Cl)C([N+](=O)[O-])=C3O)cc1 (stereo not given) the results were SF-295 101, TK-10 123, UO-31 78, CAKI-1 84, SF-268 90, SN12C 108, 786-0 102 and U251 90.
`Cc1cc(C)c(/C=C2\C(=O)Nc3ccc(NC(=O)CCCCC(=O)NO)cc32)[nH]1` gave SF-295 90, TK-10 125, UO-31 68, CAKI-1 89, SF-268 71, SN12C 79, 786-0 97 and U251 72.
For CC(C)c1ccc2c(c1)C[C@@H](O)[C@@H]1C(C)(C)CCC[C@@]21C the results were SF-295 100, TK-10 104, UO-31 95, CAKI-1 77, SF-268 98, SN12C 105, 786-0 98 and U251 90.
NS(=O)(=O)c1ccc(N=NNc2ccc(C(=O)O)cc2)cc1 was read as SF-295 100, TK-10 106, UO-31 88, CAKI-1 99, SF-268 102, SN12C 108, 786-0 109 and U251 95.
`CN1CCN(CCOC(=O)Nc2ccccc2)CC1` gave SF-295 98, TK-10 107, UO-31 98, SF-268 103, SN12C 103, 786-0 100 and U251 102.
Screening COc1ccccc1C(=O)O/N=C(\N)Cc1cccc2ccccc12 returned SF-295 52, TK-10 120, UO-31 71, CAKI-1 77, SF-268 81, SN12C 67, 786-0 106 and U251 91.
N#CC1CCc2c(c(-c3ccc4nc(N)sc4c3)nc3ccc4[nH]ncc4c23)C1 (stereo not given) was read as SF-295 23, TK-10 42, UO-31 31, CAKI-1 11, SF-268 63, SN12C 63, 786-0 49 and U251 47.
`CC(=O)OCC1OC(n2cc(CI)nn2)C(OC(C)=O)C(OC(C)=O)C1OC(C)=O` (stereo not given) gave SF-295 95, TK-10 113, UO-31 82, CAKI-1 97, SF-268 99, SN12C 108, 786-0 100 and U251 92.
Screening CCN(Cc1ccc(CN(CC)C(=O)C(Br)Br)cc1)C(=O)C(Br)Br returned SF-295 46, TK-10 48, UO-31 52, CAKI-1 28, SF-268 52, SN12C 49, 786-0 59 and U251 -9.4*.
O=C(O)Cn1cc(/C=C2\C(=O)N(c3c(Cl)cccc3Cl)C3C=CC=CC23)c2ccccc21 (stereo not given) was read as UO-31 79, CAKI-1 91, SF-268 106, SN12C 98, 786-0 96 and U251 101.
CC(=O)c1c(O)ccc2c(C)cc(=O)oc12 was read as SF-295 104, TK-10 96, UO-31 99, CAKI-1 99, SF-268 99, SN12C 109, 786-0 96 and U251 94.
Screening COc1ccc(N=Cc2ccc([N+](=O)[O-])cc2)cc1 returned SF-295 108, TK-10 103, UO-31 82, CAKI-1 86, SF-268 91, SN12C 109, 786-0 88 and U251 100.
CCSc1nc(Cl)c(C#N)c(-c2cccc(Br)c2)n1 was read as SF-295 107, UO-31 91, CAKI-1 105, SF-268 111, SN12C 106, 786-0 99 and U251 102.
For CCCCNC(=O)NS(=O)(=O)c1ccc(N2N=C(c3ccc(C)cc3C)CC2c2ccc(N(C)C)cc2)cc1 (stereo not given) the results were TK-10 83, UO-31 51, CAKI-1 63, SF-268 80, SN12C 59, 786-0 53 and U251 37.
For N#Cc1c(-c2ccccc2)nc(SCC(=O)N2CCN(c3ccccc3)CC2)[nH]c1=O the results were SF-295 102, TK-10 145, UO-31 88, CAKI-1 98, SF-268 111, SN12C 110, 786-0 98 and U251 96.
CCOC(=O)CC1=CCc2c1ccc(OC)c2OC was read as TK-10 109, UO-31 132, CAKI-1 124, SF-268 114, SN12C 109, 786-0 108 and U251 95.
For CC(=O)OC(C)CN(CC(C)OC(C)=O)C(=O)C(C)OC(C)=O (stereo not given) the results were SF-295 107, TK-10 101, UO-31 91, CAKI-1 107, SF-268 93, SN12C 100, 786-0 108 and U251 113.
For Clc1ccccc1Nc1nnc(-c2ccncc2)s1 the results were SF-295 89, TK-10 111, UO-31 91, CAKI-1 91, SF-268 105, SN12C 86, 786-0 80 and U251 103.
Screening O=[N+]([O-])c1cc(Br)c2cccnc2c1O returned SF-295 86, TK-10 104, UO-31 74, CAKI-1 96, SF-268 88, SN12C 104, 786-0 96 and U251 85.
For Oc1ccc(-c2ccccc2)cc1Br the results were SF-295 123, TK-10 96, UO-31 77, CAKI-1 94, SF-268 93, SN12C 95 and 786-0 110.
`COc1ccc(-c2nnc(-c3ccc4c(c3)nc(-c3ccccn3)n4C3CCCCC3)o2)cc1` gave SF-295 78, TK-10 80, UO-31 44, CAKI-1 93, SF-268 87, SN12C 73, 786-0 78 and U251 74.
Cc1ccc(-c2c3c(nc4c2c(C)nn4-c2ccccc2)NC(c2ccc(C)cc2)NC3)cc1 (stereo not given) was read as SF-295 101, TK-10 95, UO-31 94, CAKI-1 100, SF-268 100, SN12C 108, 786-0 98 and U251 92.
`NS(=O)(=O)c1ccc(NCc2nc3ccccc3c(=O)[nH]2)cc1` gave SF-295 96, UO-31 77, CAKI-1 87, SF-268 102, SN12C 101, 786-0 102 and U251 97.
For O=C1CC(c2ccc(Cl)cc2Cl)n2nc(Nc3ccccc3)c(-c3nc4ccccc4s3)c2N1 (stereo not given) the results were SF-295 102, TK-10 140, UO-31 73, CAKI-1 84, SF-268 99, SN12C 93, 786-0 116 and U251 99.
CC(C)CC(CC(C)C)NCC(C)OC(=O)c1ccc([N+](=O)[O-])cc1 (stereo not given) was read as SF-295 95, TK-10 109, UO-31 88, CAKI-1 121, SF-268 103, SN12C 98, 786-0 103 and U251 99.
For CCOC(=O)N1C/C(=C/c2ccc(F)cc2)C(=O)/C(=C/c2ccc(F)cc2)C1 the results were SF-295 -22*, TK-10 2.7*, UO-31 -56*, CAKI-1 -16*, SF-268 -12*, SN12C -44*, 786-0 -59* and U251 -66*.
For CCCCCCCCCCCCc1ccc(O)c(CN(C)C)c1 the results were SF-295 113, TK-10 95, UO-31 52, CAKI-1 89, SF-268 107, SN12C 91, 786-0 100 and U251 86.
O=C(Nc1ncccc1OCc1ccccc1)NC1CCCCCC1 was read as SF-295 85, TK-10 94, UO-31 85, CAKI-1 87, SF-268 92, SN12C 79, 786-0 90 and U251 96.
O=C(COc1cccc2cccnc12)Nc1ccc(C(=O)/C=C/c2ccc(F)cc2)cc1 was read as SF-295 94, TK-10 102, UO-31 84, CAKI-1 92, SF-268 95, SN12C 95, 786-0 95 and U251 94.
`COc1ccc(OC)c2c1[nH]c(=O)c1c3ccccc3cn21` gave SF-295 -77*, TK-10 -83*, UO-31 -81*, SF-268 -65*, SN12C -93*, 786-0 -86* and U251 -97*.
`COc1ccc(/C=C/C(=O)Nc2cccnc2Nc2ccc(F)cc2)cc1` gave SF-295 88, TK-10 113, UO-31 95, CAKI-1 86, SF-268 112, SN12C 89, 786-0 96 and U251 93.
O=C1c2ccccc2-c2c1nc1ccccc1[n+]2[O-] was read as SF-295 108, TK-10 116, UO-31 83, CAKI-1 98, SF-268 98, SN12C 100, 786-0 103 and U251 103.
`CCC(=O)c1ccc(O)c(OC)c1` gave SF-295 105, TK-10 99, UO-31 101, CAKI-1 100, SF-268 104, SN12C 95, 786-0 4.3* and U251 94.
For O=c1c(CCCC2CCCCC2)c[nH]c2ccccc12 the results were SF-295 58, TK-10 87, UO-31 92, CAKI-1 83, SF-268 90, SN12C 72, 786-0 72 and U251 76.
For Brc1ccc(-c2nocc2-c2c[nH]c3ccccc23)cc1 the results were SF-295 95, TK-10 118, UO-31 58, CAKI-1 84, SF-268 94, SN12C 99, 786-0 92 and U251 97.
Screening O=C(Nc1cccc2[nH]c(C(F)(F)F)nc12)c1ccc(F)cc1 returned SF-295 87, TK-10 113, UO-31 63, CAKI-1 84, SF-268 86, SN12C 82, 786-0 92 and U251 72.
`O=C(O)CN1CCCCC1` gave SF-295 88, TK-10 115, UO-31 113, CAKI-1 96, SF-268 107, 786-0 110 and U251 98.
`CS(=O)CC(=N\N)/C(CS(C)=O)=N/N` (stereo not given) gave SF-295 100, TK-10 105, UO-31 91, CAKI-1 97, SF-268 110, SN12C 100, 786-0 109 and U251 102.
Screening COc1cc(C=O)ccc1Oc1ccc([N+](=O)[O-])cc1[N+](=O)[O-] returned SF-295 108, TK-10 106, UO-31 83, CAKI-1 107, SF-268 102, SN12C 100, 786-0 102 and U251 93.
C=C1CC[C@H]2[C@@](C)(CCC3OC(c4ccc(OCc5cn(C6OC7COC(c8ccccc8)OC7C(O)C6NC(C)=O)nn5)cc4)OC[C@]32C)[C@@H]1/C=C/C1=CCOC1=O (stereo not given in full) was read as SF-295 82, TK-10 117, UO-31 75, CAKI-1 76, SF-268 77, SN12C 88, 786-0 97 and U251 97.
Screening CNC(=O)CC[C@@]1(C)[C@H](O)CC[C@@H]2[C@@H]1CC[C@]1(C)[C@@H]([C@H](C)CCCC(C)C)CC[C@@H]21 returned SF-295 68, TK-10 61, UO-31 62, SF-268 64, SN12C 74, 786-0 67 and U251 46.
COC(=O)c1nc(-c2ccccc2)oc1S(=O)(=O)N1CCCC(C)C1 (stereo not given) was read as SF-295 108, TK-10 51, UO-31 66, CAKI-1 93, SF-268 86, SN12C 84, 786-0 59 and U251 91.
`CC(/C=C/c1ccccc1)=N\N` gave SF-295 104, TK-10 106, UO-31 92, CAKI-1 95, SF-268 98, SN12C 100, 786-0 95 and U251 92.
`CN(C)S(=O)(=O)n1cnc([C@@H]2c3c(ncn3S(=O)(=O)N(C)C)C[C@@H]3Cn4c(=O)n(-c5ccccc5)c(=O)n4C[C@H]32)c1` gave SF-295 102, TK-10 94, UO-31 78, CAKI-1 89, SF-268 96, SN12C 95, 786-0 83 and U251 94.
Screening CC1Cc2c(ncn3c(-c4cccnc4)nnc23)N(C)c2ccccc21 (stereo not given) returned SF-295 95, TK-10 92, UO-31 68, CAKI-1 89, SF-268 99, SN12C 85, 786-0 90 and U251 88.
Screening O=C(NCCc1ccccc1)C(Cl)Cl returned SF-295 127, TK-10 119, UO-31 107, CAKI-1 121, SN12C 103, 786-0 113 and U251 107.
Screening CCCCNC(=O)N1CC(C(=O)OC)CC1=O (stereo not given) returned SF-295 97, TK-10 100, UO-31 99, CAKI-1 101, SF-268 102, SN12C 109, 786-0 91 and U251 100.
For O=[N+]([O-])c1ccc(Sc2nc3ccccc3[nH]2)c(Cl)c1 the results were SF-295 96, TK-10 128, UO-31 81, CAKI-1 92, SF-268 110, SN12C 102 and 786-0 106.

Among those listed so far, these contain a cyano group:
For Cc1ccc(C(C#N)c2ccc(N)cc2)cc1 (stereo not given) the results were SF-295 99, TK-10 106, UO-31 77, CAKI-1 92, SF-268 100, SN12C 99, 786-0 102 and U251 99.
Cc1cc(C(=O)Nc2cc(Nc3ncccc3-c3ncnc4nc[nH]c34)ccc2F)cc(C(C)(C)C#N)c1 was read as SF-295 69, TK-10 61, UO-31 10, CAKI-1 25, SF-268 65, SN12C 51, 786-0 64 and U251 51.
For Cc1ccc(-n2nc3c(c(C#N)c2=O)CC(c2ccccc2Cl)C([N+](=O)[O-])=C3O)cc1 (stereo not given) the results were SF-295 101, TK-10 123, UO-31 78, CAKI-1 84, SF-268 90, SN12C 108, 786-0 102 and U251 90.
N#CC1CCc2c(c(-c3ccc4nc(N)sc4c3)nc3ccc4[nH]ncc4c23)C1 (stereo not given) was read as SF-295 23, TK-10 42, UO-31 31, CAKI-1 11, SF-268 63, SN12C 63, 786-0 49 and U251 47.
CCSc1nc(Cl)c(C#N)c(-c2cccc(Br)c2)n1 was read as SF-295 107, UO-31 91, CAKI-1 105, SF-268 111, SN12C 106, 786-0 99 and U251 102.
For N#Cc1c(-c2ccccc2)nc(SCC(=O)N2CCN(c3ccccc3)CC2)[nH]c1=O the results were SF-295 102, TK-10 145, UO-31 88, CAKI-1 98, SF-268 111, SN12C 110, 786-0 98 and U251 96.

Source: PubChem (NCI)
